Compound activity: PubChem, National Center for Advancing Translational Sciences (NCATS)
USP2a inh = blocks human ubiquitin-specific protease USP2a. actives 0.01% (n = 330,000). USP2 core, Ub-CHOP2 coupled fluorogenic reporter, 485/531. AID 463254. Potency, µM (titrated, usually from 38.3 µM), without a hit: at the highest dose activity change, negative = inhibition, actives largely listed as inhibitors. O75604;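 further: potency means the concentration at half of the fitted maximal effect; plate controls were DMSO wells for no effect and full inhibition by NEM control for full effect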
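USP2 core (10nM final) preincubated 30min RT with compound in 20mM Tris-HCl pH 8.0, 2mM CaCl2, 2mM beta-mercaptoethanol, 0.05% CHAPS; 25nM Ub-CHOP2 plus 25nM reporter substrate added, fluorescence (Ex485/Em531) read after 60min.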
Chronic BCR inh = blocks chronic active B-cell receptor signaling; Potency, µM (highest dose often 46.1 µM), without a hit: top-dose ratio change, negative = lower green/red ratio, usual class: inhibitors; actives 0.05% (n = 340,000); ABC-DLBCL IkBa-CBG/CBR reporter, luminescence ratio, 4 h; active means well fitted inhibition curve with a large enough effect in the signal ratio, with a control signal flat, not every such curve was filed as active; inconclusive means small, poorly fitted or top-dose-only effect, or effect the other way, or a change in a side signal; the % refers to the signal ratio;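 further: potency means the concentration at half of the fitted maximal effect; plate controls were basal doxycycline-induced cells for no effect and cells given 10 µM MG132 for full effect; MG132 reads +100%, hits lower the ratio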
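Compounds up to 46 uM were incubated four hours with TMD8 cells whose green CBG68 luciferase is fused to IkappaBalpha; red CBR luminescence normalised the signal, and concentration-effect curves were fitted to fusion, red and ratio data.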
PKM2 act = increases activity of human pyruvate kinase M2; actives 0.34% (n = 260,000); purified PKM2, Kinase-Glo ATP luminescence, activation; response scale: 0% is enzyme alone, no compound; P14618; AID 1631; Potency, µM (highest dose often 57.5 µM), for the others: top-dose activation, hits mostly activators; further: potency means the concentration at half of the fitted maximal effect; nearly all actives have a fitted effect of over 55% in size
Target sequence (P14618 whole entry, looked up): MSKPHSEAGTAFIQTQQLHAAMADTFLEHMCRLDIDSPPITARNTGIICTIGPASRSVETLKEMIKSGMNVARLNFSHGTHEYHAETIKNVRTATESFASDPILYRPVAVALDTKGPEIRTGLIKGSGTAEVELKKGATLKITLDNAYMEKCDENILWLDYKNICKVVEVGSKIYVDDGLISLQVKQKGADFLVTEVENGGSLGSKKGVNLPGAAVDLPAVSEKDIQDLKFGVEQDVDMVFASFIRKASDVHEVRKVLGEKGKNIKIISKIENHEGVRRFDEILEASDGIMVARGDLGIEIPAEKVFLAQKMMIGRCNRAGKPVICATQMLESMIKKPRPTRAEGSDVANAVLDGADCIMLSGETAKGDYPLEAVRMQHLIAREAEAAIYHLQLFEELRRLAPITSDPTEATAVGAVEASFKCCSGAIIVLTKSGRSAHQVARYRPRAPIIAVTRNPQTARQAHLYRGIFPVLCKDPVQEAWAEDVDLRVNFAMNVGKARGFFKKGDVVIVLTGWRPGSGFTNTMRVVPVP
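hPK-M2, >95% pure; 0.1 mM ADP / 0.5 mM PEP final; imidazole pH7.2 buffer w/ 7 mM MgCl2, 50 mM KCl; 1 h RT; Kinase-Glo lum. Intermediate enzyme activity for dual inhibitor/activator qHTS.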
uPA generation = inhibitors of cell surface uPA generation; cell surface uPA generation assay, qHTS; Potency, µM (series often up to 38.3 µM), for the others: at the top dose activity change, negative = inhibition, most hits filed as inhibitors; AID 540303; actives 0.31% (n = 330,000); active means well fitted inhibition curve with a large enough effect; inconclusive means small, poorly fitted or top-dose-only effect; inactive means no such curve, though single readings can be large or run the other way; tested in mouse RAW 264.7 cells; further: potency means the concentration at half of the fitted maximal effect; nearly all actives have a fitted effect of over 55% in size
GALK inhibitor = inhibitors of human galactokinase | P51570 | Purified GALK, Kinase-Glo residual ATP luminescence | Potency, µM (highest dose often 57.5 µM), inactives show at the top dose activity change, negative = inhibition, hits mostly inhibitors | actives 0.007% (n = 270,000); further: potency means the concentration at half of the fitted maximal effect
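The enzyme phosphorylates galactose (100 uM) using ATP (35 uM); inhibition is detected as higher residual ATP, quantified by bioluminescence after 1 h reaction at room temperature, pH 8.0.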
Coupling enz = coupling enzyme interference in Giardia aldolase counter-screen | coupling enzyme system counterscreen, AmpLite Red fluorescence | activity change, negative = inhibition, % at 58.2 µM, hits read low | actives 0.67% (n = 290,000); in the data active means activity change below about -30%
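Compounds tested against the coupling enzymes alone at 57.5 uM final; readout was AmpLite Red fluorescence (525/598 nm) after 20 min at RT.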
B2AR arrestin = recruits beta-arrestin to the human beta2-adrenergic receptor; P07550; beta-arrestin recruitment to beta2AR, cell-based reporter; Potency, µM (doses to about 46.1 µM), inactives show at the top dose activation, hits mostly activators; actives 0.02% (n = 330,000);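 further: potency means the concentration at half of the fitted maximal effect; 0% = DMSO controls and full agonism = EC100 isoproterenol or metaproterenol; nearly all actives have a fitted effect of over 65% in size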
Target sequence (P07550 whole entry, looked up): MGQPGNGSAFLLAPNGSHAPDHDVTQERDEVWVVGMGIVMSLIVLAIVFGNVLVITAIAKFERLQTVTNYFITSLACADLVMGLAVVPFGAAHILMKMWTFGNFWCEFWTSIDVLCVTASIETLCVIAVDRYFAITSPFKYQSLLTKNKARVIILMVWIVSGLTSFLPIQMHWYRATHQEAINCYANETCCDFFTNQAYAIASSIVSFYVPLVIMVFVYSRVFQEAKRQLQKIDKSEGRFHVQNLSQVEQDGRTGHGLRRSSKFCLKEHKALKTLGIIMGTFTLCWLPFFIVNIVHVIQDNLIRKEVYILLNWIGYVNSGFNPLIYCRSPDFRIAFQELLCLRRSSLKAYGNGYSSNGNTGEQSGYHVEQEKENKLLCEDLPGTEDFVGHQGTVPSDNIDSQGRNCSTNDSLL
KCNH2 WT inh = inhibitors of human wildtype KCNH2 potassium channel; Q12809; U2OS, BacMam KCNH2, thallium flux FluxOr; stronger effect = lower value; activity change, % at 1.84 µM; actives 0.37% (n = 340,000);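 active means maximum activity change below -70%; inconclusive means maximum activity change between -70% and -50%; inactive means maximum activity change above -50%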
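U2OS cells were transduced with wild-type KCNH2 virus (2.03 x 10^8 / mL) for 4 h at room temperature, then cultured overnight at 37 C. Thallium flux was read with FluxOr dye. Rate constants were normalized to DMSO controls.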
Eya2 inh = Eya2 (human) phosphatase inhibition. Potency, µM (doses to about 76.9 µM), for inactives: top-dose activity, negative = inhibition, usual class: inhibitors. actives 0.006% (n = 330,000). recombinant Eya2, OMFP fluorescence dephosphorylation (OMFP is methylfluorescein phosphate); further: potency means the concentration at half of the fitted maximal effect
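Eya2 (0.2 uM) preincubated 10 min at ambient with compound, then OMFP substrate added at 50 uM; 10 min reaction in 50 mM HEPES pH 7.5, 50 mM NaCl, 5 uM MgCl2, 0.05% BSA, 1 mM DTT. Fluorescence read at Ex 485/Em 525 nm.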
KCNH2 3.1 block = inhibitors of human KCNH2 3.1 potassium channel isoform; U2OS KCNH2 3.1, thallium flux FluxOr; stronger effect = lower value; activity change, % (tested at about 1.8 µM); actives 0.95% (n = 340,000); AID 720553;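 active means maximum activity change below -70%; inconclusive means maximum activity change from -70% to -50%; inactive means maximum activity change above -50%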;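 further: thallium influx rate constant from kinetic fluorescence after stimulation buffer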
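Kinetic fluorescence (2 min after stimulation buffer) measures Tl+ influx through KCNH2 3.1 expressed by viral transduction in U2OS cells; the rate constant is normalized against DMSO controls serving as positive and negative references.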
Giardia killer = kills Giardia lamblia | Giardia lamblia trophozoite viability | activity change, % at 7.66 µM, hits read low | actives 0.15% (n = 340,000); in the data active means activity change below about -80%; inconclusive means between about -30% and that limit;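 further: parasites exposed to compound for two days anaerobically before the ATP read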
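Trophozoites 100 cells/well + cpd; 48 hrs, 37 deg C, anaerobic. ATPLite 1-Step added, 15-30 min RT, luminescence read (ATP-based viability).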
An asterisk follows results filed as active; ? = inconclusive; . = not tested or not shown; [ ] = remark or other dose. Unless noted, the call rests on the fitted dose curve; in most records, active means well fitted curve in the direction sought with a large enough effect; inconclusive means small, poorly fitted or top-dose-only effect, or another doubt; inactive means no such curve, though single readings can be large; an effect the other way counts as inactive or inconclusive. Unless noted, on the % scale 0 is the no-effect control and ±100 the full control effect.

SMILES	USP2a inh	Chronic BCR inh	PKM2 act	uPA generation	GALK inhibitor	Coupling enz	B2AR arrestin	KCNH2 WT inh	Eya2 inh	KCNH2 3.1 block	Giardia killer
CCOC(=O)Cc1csc(Nc2ccc(Cl)cc2)n1	3%	?	-16%	0%	-1%	1	-0.9%	-7	4%	15	-12
COc1cccc(CN(C(=O)c2cc3ccccc3oc2=O)C2CCS(=O)(=O)C2)c1 (stereo unspecified)	3%	?	.	-6%	-8%	-3	-0.9%	-4	2%	-10	-12
Cc1ccc(C)c(NC(=S)NCC(c2ccccc2)N(C)C)c1 (stereo unspecified)	1%	2%	-12%	-1%	8%	4	0.8%	2	-3%	4	-13
Cc1ccc(C)c(C(=O)CSc2n[nH]c(C(C)C)n2)c1	-2%	9%	6%	4%	0%	-1	0.4%	2	1%	-8	21
CN(C)c1ccc(S(=O)(=O)NCC(=O)NCCOc2ccccc2F)cc1[N+](=O)[O-]	-5%	?	.	12%	.	.	0.1%	-1	-8%	-14	-4
C#CCNC(=O)C1=C[C@H](C2CCCCC2)C[C@H](OCc2ccc(CO)cc2)O1	3%	-5%	3%	5%	1%	-9	-0.2%	-7	-5%	-9	-6
Cc1cc2nc(C3CCCN(C(=O)NCc4ccccc4)C3)[nH]c2cc1C (stereo unspecified)	-1%	-2%	-1%	-1%	1%	.	-0.2%	1	1%	4	-12
C=CCn1c(SCc2c(C)noc2C)nnc1C1COc2ccccc2O1 (stereo unspecified)	3%	-17%	0%	-1%	-3%	1	0.2%	-9	-4%	-8	0
CN=c1scc(-c2ccccc2Br)n1/N=C/c1ccc[nH]1	1%	-2%	-3%	.	1%	-10	0.2%	.	19%	.	.
COc1cccc(C(=O)NC(=O)Nc2cc(C)[nH]n2)c1	0%	?	4%	-5%	7%	0	-0.1%	1	12%	-12	-10
COc1cccc(CN2CCN(C(=O)C3CCC(=O)N(C4CCCC4)C3)CC2)c1 (stereo unspecified)	3%	1%	.	4%	7%	.	0.1%	7	4%	19	-26
CC(=O)NS(=O)(=O)c1ccc(NC(=O)COc2cccc3c2OC(C)(C)C3)cc1	2%	-1%	.	0%	.	.	-0.4%	2	2%	-10	3
Cn1c(=O)n(Cc2ccc(Cl)cc2)c2ccccc21	-6%	?	5%	3%	0%	3	-0.1%	-2	-32%	11	10
Cc1cc(C)c(NC(=O)c2cn3c4c(c(N5CCN(C)CC5)c(F)cc4c2=O)OCC3C)c(C)c1 (stereo unspecified)	-8%	?	-7%	9%	1%	2	-0.6%	-3	3%	-10	2
Cc1cc2c(cc1S(=O)(=O)N1CCN(c3cccc(C(F)(F)F)c3)CC1)OCC(=O)N2	-5%	3%	.	2%	1%	.	-0.2%	5	1%	-33	-19
COCC(=O)N(C)c1nnc(-c2cnccn2)s1	1%	-11%	0%	1%	-2%	0	-0.1%	-8	-9%	3	23
CC(CC(=O)OCC(=O)Nc1ccc2[nH]c(=O)[nH]c2c1)c1ccccc1 (stereo unspecified)	-8%	-4%	.	10%	.	.	0.0%	-7	-3%	-4	-1
CCn1c(CC(=O)Nc2ccc(C)cc2)nnc1SCC(=O)N1CCN(c2ccccc2)CC1	-1%	-5%	-2%	-1%	-4%	3	-0.1%	-14	7%	-8	9
COc1ccc(CCNC(=O)CCN2C(=O)[C@@H]3Cc4ccccc4CN3C2=O)cc1OC	0%	8%	.	15%	5%	.	-0.2%	17	6%	8	0
CCOc1ccc(NC(=O)COc2ccc(C(=O)NCc3cccnc3)cc2OC)cc1	1%	2%	.	21%	.	.	-0.1%	-9	12%	-2	-13
O=C1C2C3C=CC(C4CC34)C2C(=O)N1Cc1ccccc1 (stereo unspecified)	-2%	4%	7%	4%	0%	-3	-0.4%	-2	-21%	4	-9
O=C(Nc1ccc(F)c([N+](=O)[O-])c1)C(=O)c1c(O)[nH]c2ccccc12	-7%	?	-21%	0%	2%	2	0.3%	1	0%	0	2
O=C(OCC(=O)N1CCCc2ccccc21)c1ccccc1OC(F)F	1%	0%	.	0%	.	.	-0.2%	0	0%	8	12
COc1ccc(N2C(=O)CC(NNc3nc4ccccc4s3)C2=O)cc1 (stereo unspecified)	0%	1%	11%	1%	8%	2	-0.2%	-2	28%	-1	11
CC(C)c1ccc(/C=C(/C#N)c2nnc(NC(=O)c3ccccc3)s2)cc1	0%	4%	-1%	4%	3%	1	-0.1%	-21	5%	-14	-3
FC(F)(F)c1ccccc1-n1c(-c2cnccn2)n[nH]c1=S	1%	?	5%	4%	-1%	0	0.3%	7	5%	-12	6
S=C(Nc1ccc(Br)cc1)N1CCn2cccc2C1c1cccnc1 (stereo unspecified)	2%	?	2%	5%	2%	-2	-1.0%	-3	-5%	1	4
CN1CCN(S(=O)(=O)c2ccc(SCCOc3ccc(Cl)cc3)nc2)CC1	-3%	3%	.	-2%	.	.	-0.2%	-16	1%	-9	3
Cc1ccc2[nH]c(=O)c(CN(Cc3ccco3)C(=O)N3CCOCC3)cc2c1	4%	10%	4%	1%	12%	-1	-0.4%	13	5%	11	11
CCOc1ccc2nc(N(CCN(C)C)C(=O)c3ccc4ccccc4c3)sc2c1	1%	0%	.	-2%	3%	.	0.1%	1	-3%	-8	-13
O=C(COC(=O)C1COc2ccccc2O1)NC1CCCCC1 (stereo unspecified)	4%	-1%	.	2%	.	.	-0.4%	-9	5%	6	19
CC1CCc2nc(NC(=O)CN3CCN(c4ccccc4)CC3)sc2C1 (stereo unspecified)	0%	4%	0%	1%	-2%	-2	0.1%	2	11%	-26	3
Nc1nc(NCC2CCCO2)nc(Nc2ccccc2F)c1[N+](=O)[O-] (stereo unspecified)	-1%	5%	3%	-1%	.	-1	-0.4%	0	-12%	13	-11
COc1ccc(CN2C(=O)c3cccnc3C2=O)cc1S(=O)(=O)N(C)c1ccc(C)cc1	5%	-4%	.	2%	1%	-1	0.0%	-7	-1%	8	-7
CCc1ccccc1NC(=O)CCS(=O)(=O)c1ccc(Br)cc1	1%	-6%	.	3%	-1%	0	-1.0%	-4	-2%	-8	4
c1ccc2oc(NC3=NCN(C4CCCCC4)CN3)nc2c1	16%	-1%	1%	0%	0%	2	-0.6%	-2	-13%	4	2
Cc1cc(C)c2c(N)c(C(=O)N3CCc4ccccc4C3)sc2n1	0%	?	6%	-8%	-1%	-3	3.9%	-10	-5%	-1	36[activator]
O=C(CN(Cc1ccco1)C(=O)Cn1nnc(-c2ccc(F)cc2)n1)NC1CCCC1	1%	-5%	2%	5%	-1%	4	-0.3%	6	-7%	5	9
COc1ccc(S(=O)(=O)CCC(=O)Nc2c(C)n(C)n(-c3ccccc3)c2=O)cc1	5%	?	-3%	2%	0%	-1	0.0%	-3	12%	19	42[activator]
CCn1c(-c2ccccc2)csc1=Nc1ccc(S(=O)(=O)O)cc1	0%	6%	1%	-6%	-3%	11	-0.6%	-26	0%	2	?
CCCn1ncc(C(=O)NC2CCCN(Cc3ccc(Cl)cc3)C2)c1C (stereo unspecified)	2%	4%	.	-5%	-4%	0	-0.4%	11	-4%	11	8
O/N=C/c1ccc2ccccc2c1	0%	?	-7%	2%	5%	-4	-1.3%	-4	10%	6	-3
O=c1c2ccccc2nnn1Cc1ccccc1Cl	2%	-3%	9%	4%	-1%	6	0.5%	-5	-4%	-18	-12
Cc1[nH]c2ccccc2c1C(=O)COC(=O)c1cccc(S(=O)(=O)N2CCCCC2)c1	-2%	?	-1%	31%[activator]	0%	-5	4.0%	0	0%	-3	6
CCOc1ccc(NC(=O)CNC(=O)Cc2ccccc2)cc1	6%	-2%	-1%	1%	2%	-2	-1.0%	4	-3%	30	-3
CCN(CC)S(=O)(=O)c1ccc(Cl)c(NC(=O)c2cc(Cl)ccc2Cl)c1	4%	1%	2%	-1%	0%	-2	-0.2%	-1	-5%	14	16
CCC(CC)C(=O)Nc1cccc(C(=O)NC(C)(C)C)c1	0%	0%	0%	9%	11%	1	-0.2%	-14	5%	-8	-11
CCNC(=O)c1cc(Cl)ccc1OC	1%	-1%	-1%	1%	2%	-1	0.1%	0	-5%	15	-1
CN(C)S(=O)(=O)c1cccc(NC(=O)c2ccc(OC(F)(F)F)cc2)c1	1%	-4%	-3%	-1%	-2%	-5	0.4%	2	-4%	2	-21
O=C(Nc1ccc(S(=O)(=O)N2CCOCC2)cc1)c1ccc(Cl)cc1Cl	4%	-7%	1%	-5%	-1%	-1	-0.2%	8	-13%	-14	24
CC(=O)c1ccc(N2CCCCC2)c(F)c1	4%	?	-2%	1%	-3%	4	-0.6%	4	-2%	2	28
CCC(c1nnc(SCc2nc3ccccc3s2)n1Cc1ccccc1)N(C)C (stereo unspecified)	-1%	10%	-3%	7%	2%	3	0.0%	-12	0%	-5	-13
